KAT2A inh – inhibitors of human GCN5L2 histone acetyltransferase; Potency, µM (series often up to 58.9 µM), for the others: at the highest dose activity change, negative = inhibition, usual class: inhibitors; Q92830; hit rate 0.21% among 390,000; GCN5L2 HAT assay, ThioGlo1 CoA-SH fluorescence
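Preincubate 20nM GCN5L2 with compound 15 min, RT → add 50uM ThioGlo1 + 75uM H3(1-25) + 70uM acetyl-CoA → read fluorescence 0 and 20 min. Primary qHTS; fluorescent artifacts likely.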
N370S GC mod – inhibits or activates N370S mutant glucocerebrosidase | Potency, µM (doses to about 59.4 µM), without a hit: top-dose activity change, negative = inhibition, most hits filed as inhibitors | hit rate 0.092% among 330,000 | P04062 | N370S GC spleen homogenate, 4MU-glucoside fluorescence;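 further: 0% = full enzyme activity and -100% = no enzyme basal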
FEN1 inhibitor – blocks human flap endonuclease 1. P39748. Recombinant FEN1 flap cleavage, fluorescence, 15 min. Potency, µM (titrated, usually from 114 µM), for the others: top-dose activity change, negative = inhibition, most hits filed as inhibitors. hit rate 0.35% among 390,000; further: nearly all actives have a fitted effect of over 65% in size
Target sequence (P39748 whole entry, looked up): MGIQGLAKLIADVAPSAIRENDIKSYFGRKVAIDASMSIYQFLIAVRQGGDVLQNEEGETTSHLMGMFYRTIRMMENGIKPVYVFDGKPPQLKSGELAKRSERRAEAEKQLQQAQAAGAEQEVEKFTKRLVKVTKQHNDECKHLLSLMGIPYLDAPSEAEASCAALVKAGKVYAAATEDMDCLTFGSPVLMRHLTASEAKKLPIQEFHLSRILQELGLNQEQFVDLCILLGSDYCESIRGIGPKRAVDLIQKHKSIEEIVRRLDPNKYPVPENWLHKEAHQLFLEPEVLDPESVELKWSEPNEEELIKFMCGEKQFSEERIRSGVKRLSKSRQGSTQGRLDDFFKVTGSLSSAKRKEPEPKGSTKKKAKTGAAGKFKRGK
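FEN1 at 10 nM, compound pretreatment for 15 min (room temperature), 50 nM final substrate to initiate; endpoint reads at 0 and 15 min; DMSO-only plates used as vehicle background.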
Starred values were filed as active, the others as inactive; ? = inconclusive; nt = not tested or not shown; & = joins results of further samples; [ ] = remark or other dose. The call rests on the fitted dose curve; in most records, active means well fitted curve in the direction sought with a large enough effect; inconclusive means small, poorly fitted or top-dose-only effect, or another doubt; inactive means no such curve, though single readings can be large; an effect the other way counts as inactive or inconclusive. Unless noted, on the % scale 0 is the no-effect control and ±100 the full control effect; potency means the concentration at half of the fitted maximal effect.

SMILES	KAT2A inh	N370S GC mod	FEN1 inhibitor
CCOc1c(Nc2cccc(Cl)c2)c(=O)c1=O	-10.6%	-11.9%	13.2%
COc1ccc(Br)cc1C1C2C=CCC(C)C2C(=O)N1Cc1ccccc1 (centres undefined)	nt	-1.9%	-14.0%
Cc1cccc(N(CC(=O)N2CCOCC2)S(C)(=O)=O)c1	-6.6%	2.2%	-14.3%
NC(=O)c1oc2ccccc2c1NC(=O)c1nc2ccccc2s1	-5.1%	2.5%	6.3%
Cc1nc2sc(C)c(C)c2c(=O)o1	-5.2%	4.1%	-2.1%
O=[N+]([O-])c1ccc(/C=N/Nc2nc(N3CCCCC3)nc(N3CCCCC3)n2)o1	-6.9%	5.4%	?
C/C(=C\C1CCCCC1)C(NC(=O)c1ccc(C(F)(F)F)cc1)c1ccc(-c2ccccc2)cc1 (centres undefined)	nt	-21.6%	-15.8%
COc1cc(OC)c2c(-c3cccc(-c4ccc(O)cc4)c3)cc(=O)oc2c1	?	21.5%[89.1 µM]	-1.2%
CCOc1ccc(C(=O)c2oc3ccccc3c2NC(=O)c2cc(-c3ccccc3)on2)cc1	-5.4%	nt	3.0%
CCCS/C(N)=N/N=C/c1ccccc1O	-2.5%	6.7%	1.5%
O=C(COC(=O)CC1CCCC1)Nc1ccc(Br)cc1F	-4.7%	nt	-8.9%
COc1ccc(/C=C/C(=O)OCC(=O)NC2CCCC(C)C2C)cc1S(=O)(=O)N1CCOCC1 (centres undefined)	-6.6%	-20.4%	-9.6%
CCOc1ccccc1N1CN(CC)CNC1=S	1.3%	-1.1%[12.8 µM]	-4.0%
Cc1ccc(NC(=O)c2cc(-n3cnnc3)ccc2Cl)c(C)c1	0.0%	3.9%	-4.7%
O=C1OCCC1Sc1nnc(-c2ccco2)o1 (centres undefined)	-1.9%	-0.5%	0.6%
COCC(=O)NCCNc1nc2ccc(C)cc2cc1C	-0.1%	2.2%	-1.5%
Cc1occc1C(=O)N/N=C/C(Br)=C\c1ccccc1	-1.7%	-10.8%	-21.9%
CCOC(=O)c1ccc(NC(=O)c2csnn2)cc1	-5.1%	nt	1.8%
COc1ccc(OC)c(NC(=O)CN2C(=O)CCc3cc(S(=O)(=O)N4CCCCC4)ccc32)c1	12.8%	nt	-0.3%
Cc1ccc(NS(=O)(=O)c2ccc3c(c2)NC(=O)CO3)c(C)c1	-15.5%	-11.1%	21.3%
Cc1cc(OCc2nnc(SC(C)C(=O)O)n2-c2ccccc2)ccc1Cl (centres undefined)	-1.3%	-7.9%	7.0%
COc1ccc(CCNc2nc(-c3cccc(NC(C)=O)c3)cs2)cc1OC	-15.0%	-16.7%	-14.8%
CCC(Sc1nc2ccccc2[nH]1)C(=O)Nc1ccc(NC(C)=O)cc1 (centres undefined)	-1.5%	-1.9%	-4.7%
COc1cccc(NC(=O)c2cc3ccccc3cc2OC)c1	-16.9%	21.4%	-13.2%
CCCCN(C(=O)c1cccc(S(=O)(=O)N2CC(C)OC(C)C2)c1)c1c(N)n(CC(C)C)c(=O)[nH]c1=O (centres undefined)	-4.9%	-4.1%	-17.1%

13 of these compounds, reformatted:
compound,KAT2A inh,N370S GC mod,FEN1 inhibitor
CCOc1ccccc1N1CN(CC)CNC1=S,1.3%,-1.1%[12.8 µM],-4.0%
Cc1ccc(NC(=O)c2cc(-n3cnnc3)ccc2Cl)c(C)c1,0.0%,3.9%,-4.7%
O=C1OCCC1Sc1nnc(-c2ccco2)o1 (centres undefined),-1.9%,-0.5%,0.6%
COCC(=O)NCCNc1nc2ccc(C)cc2cc1C,-0.1%,2.2%,-1.5%
Cc1occc1C(=O)N/N=C/C(Br)=C\c1ccccc1,-1.7%,-10.8%,-21.9%
CCOC(=O)c1ccc(NC(=O)c2csnn2)cc1,-5.1%,nt,1.8%
COc1ccc(OC)c(NC(=O)CN2C(=O)CCc3cc(S(=O)(=O)N4CCCCC4)ccc32)c1,12.8%,nt,-0.3%
Cc1ccc(NS(=O)(=O)c2ccc3c(c2)NC(=O)CO3)c(C)c1,-15.5%,-11.1%,21.3%
Cc1cc(OCc2nnc(SC(C)C(=O)O)n2-c2ccccc2)ccc1Cl (centres undefined),-1.3%,-7.9%,7.0%
COc1ccc(CCNc2nc(-c3cccc(NC(C)=O)c3)cs2)cc1OC,-15.0%,-16.7%,-14.8%
CCC(Sc1nc2ccccc2[nH]1)C(=O)Nc1ccc(NC(C)=O)cc1 (centres undefined),-1.5%,-1.9%,-4.7%
COc1cccc(NC(=O)c2cc3ccccc3cc2OC)c1,-16.9%,21.4%,-13.2%
CCCCN(C(=O)c1cccc(S(=O)(=O)N2CC(C)OC(C)C2)c1)c1c(N)n(CC(C)C)c(=O)[nH]c1=O (centres undefined),-4.9%,-4.1%,-17.1%

Next section:
SMILES	KAT2A inh	N370S GC mod	FEN1 inhibitor
N#CC(C(=O)NCCc1ccccc1)c1nc2ccccc2nc1N1CCCCC1 (centres undefined)	-3.0%	-16.7%	-3.0%
O=C(OCc1ccccc1)/C(=C/c1cccc2ccccc12)NC(=O)c1ccccc1	-15.7%	7.1%	-4.9%
N#Cc1c(-c2ccccc2)nc(N2CCCCCC2)[nH]c1=O	2.6%	8.4%	16.9%
Nc1ccc(C(=O)OCc2nc3cc4ccccc4cc3[nH]2)cc1	-2.1%	14.4%	7.9%
c1ccc(OCCN2C3=NCCN3c3ccccc32)cc1	-5.6%	-7.7%	2.9%
CC(C)c1ccc(NC(=O)Cc2ccc(NC(=O)N3CCCCc4ccccc43)cc2)cc1	-17.6%	nt	-3.1%
Cc1ccc(C(C)(C)C)cc1S(=O)(=O)NC(=O)c1ccccc1	-1.4%	-0.5%	-6.6%
CCOC(=O)c1cc(-c2ccccc2)n(-c2cccc(C(=O)N(C)c3ccc(C)cc3)c2)c1C	-10.2%	nt	-6.6%
COc1cc(Cl)c(C)cc1NC(=O)CN1CCN(C(=O)C2CC2)CC1	2.1%	nt	19.2%
Cc1ccc(Oc2ncccc2NC(=O)CC(CC(=O)O)c2ccccc2)c2c1CCC2 (centres undefined)	1.3%	-4.9%	15.4%
Cc1ccc(CNC(=O)CCC2CCCN(Cc3c(C)nn(C(C)C)c3C)C2)o1 (centres undefined)	-22.3%	-5.7%	-5.8%
Cc1ccc(-c2noc(CNCCCN(C)C)n2)cc1	1.1%	5.8%	8.1%
COC(=O)c1ccc2c(=O)n(Cc3ccco3)c(SCC(=O)Nc3cc(C)on3)nc2c1	0.1%	7.4%	16.6%
Cc1ccc(NC(=O)Cn2c(=O)n(CCCCC(=O)NCCc3ccccc3)c(=O)c3ccccc32)cc1	3.5%	nt	-2.9%
Cn1cnnc1SCC(=O)Nc1ccccc1C(=O)NC1CCCC1	-2.4%	8.8%	2.9%
Cc1ccc(NC(=O)C(c2ccccc2)c2ccccc2)c(O)c1	-9.6%	?	-0.4%
COc1ccc(NC(=O)N2CC3(CCN(C(=O)c4cnccn4)CC3)C2)cc1	-9.5%	5.3%	nt
O=C(c1cc(C(F)(F)F)cc(C(F)(F)F)c1)N1CCC2(CCCN(c3ccccc3)C2)CC1	-1.2%	15.3%	nt
CC(=O)NCCNc1nc2c(-c3cccc(C(F)(F)F)c3)nnn2c2ccccc12	0.3%	-4.9%	5.4%
CC[C@@]1(C(=O)OC)N[C@H](CN(C)C(=O)c2ccc(C)cc2)[C@@H]2C(=O)N(Cc3ccccc3)C(=O)[C@@H]21	2.7%	nt	-9.6%
C=CCC1[C@H](C)[C@H]2[C@@H]3CC[C@@H](C3)[C@H]2CN1S(=O)(=O)c1ccc(C)cc1 (some centres undefined)	-7.1%	nt	-19.3%
COc1ccccc1CNC(=O)c1ccc(NS(=O)(=O)c2cccs2)cc1	-16.8%	?	2.2%
CCS(=O)(=O)c1ccc2oc(Nc3cccc(OC)c3)nc2c1	-13.9%	5.5%	1.7%
CC(=O)c1cccc(CN2CCCC(C(=O)c3ccc4c(c3)OCO4)C2)c1 (centres undefined)	1.7%	-18.8%	-16.0%
CCCCNC(=O)O[C@@H]1C[C@H]2CCCC(=O)N3CC[C@@H](C1)[C@@H]23	-0.1%	1.3%	19.0%&-12.9%
(more compounds)
SMILES	KAT2A inh	N370S GC mod	FEN1 inhibitor
Fc1ccc(Nc2c3c(nc4ccccc24)CCC3)cc1	-12.7%&-4.2%	-6.9%	-4.8%&-4.6%
Cc1ccc(Cn2c(Sc3nnc(C)s3)nc3c2c(=O)[nH]c(=O)n3C)cc1	-12.9%	-14.5%	2.2%
CCOC(=O)Nc1ccc2c(c1)N(C(=O)N(C)C)c1ccccc1CC2	-2.5%	?	7.1%
COCC(=O)Nc1cc(Cl)c(OC)cc1OC	0.8%	6.1%	8.8%
CC(OC1=CC(=O)CCC1)C(=O)c1ccccc1 (centres undefined)	-0.8%	26.8%	-1.4%
O=C(C1=C[C@H](c2ccccc2)C[C@H](OCCCCO)O1)N1CCN(Cc2ccc3c(c2)OCO3)CC1	-1.6%	2.0%	5.2%
O=[N+]([O-])c1ccccc1/C=C/C=N/Nc1ccc(S(=O)(=O)Nc2ccc(Cl)cc2)cc1[N+](=O)[O-]	4.3%	-10.2%	-8.4%
CCOc1ccc2oc(=O)cc(CN3CCN(c4ccccc4OC)CC3)c2c1	-2.8%	nt	-15.1%
COc1ccc2nc(NC(=O)c3cccs3)sc2c1	-37.5%	-5.5%	9.0%
Cc1ccc(S(=O)(=O)NNC(=O)/C=C/c2cccc(F)c2)cc1	23.6%	-2.3%	-1.6%
O=C(CSc1nnc(CNC(=O)c2cccs2)o1)NCC1CCCO1 (centres undefined)	-3.7%	-8.7%	20.2%
COc1ccc(-c2noc(N3CCC(C(=O)Nc4ccc(F)cc4)CC3)n2)cc1	-17.0%	1.1%	21.8%
CCn1c(SCC(=O)NC2CC2)nnc1-c1ccccn1	1.1%	-7.0%	-5.3%
CN1C[C@@H]2[C@@H]3C(=O)N(Cc4ccccc4)C(=O)[C@@H]3[C@](C)(C1=O)N2C(=O)c1ccc(Cl)cc1	-4.0%	nt	-4.6%
Cc1oc(C(C)(C)C)cc1C(=O)NCc1ccc2c(c1)OCO2	-3.2%	-0.5%	-5.8%
COc1ccc(NC(=O)NC2(C)CCS(=O)(=O)C2)cc1 (centres undefined)	-6.2%	-3.1%	-2.6%
Cc1cc(C)n2nc(C(=O)NC(C)(C)C)nc2n1	-4.0%	4.0%	-1.5%
CC(=O)N1CCc2cc(S(=O)(=O)N3c4ccccc4CC3C)ccc21 (centres undefined)	-2.7%	-11.0%	-4.1%
O=C1NC(c2cccs2)Nc2sc3c(c21)CCCC3 (centres undefined)	-25.0%	-0.7%	5.6%
Cc1ccnc(NC(=O)c2ccc(C(=O)c3ccccc3)cc2)c1	-2.7%	-0.6%	0.3%
Nc1c(C(=O)c2ccc(F)cc2)sc(Nc2ccccc2F)c1S(=O)(=O)c1ccc(Br)cc1	-8.9%	nt	-12.5%
COP1(=O)C=C[C@H](N(Cc2ccccc2)S(=O)(=O)c2ccccc2[N+](=O)[O-])[C@@H](C)O1 (some centres undefined)	-8.8%	19.2%	-4.4%
COc1ccccc1-c1nnc2n1N=C(C)CS2	-0.7%	-26.6%	4.6%
N#CC1(NC(=O)CSc2ccccn2)CCCCC1	-7.1%	-1.1%	-3.0%
CCN1CCN(CCNC(=O)c2ccc3c(c2)N(Cc2cccc(Cl)c2)C(=O)c2ccccc2S3=O)CC1 (centres undefined)	1.9%	?	15.8%
(further entries)
SMILES	KAT2A inh	N370S GC mod	FEN1 inhibitor
COc1ccc(C(=O)COC(=O)c2n[nH]c3ccccc23)c(OC)c1	-27.2%	18.4%	0.7%
CSc1nsc(NC(=O)CCNC(=O)c2ccc([N+](=O)[O-])cc2)n1	-1.0%	-12.6%	3.4%
CCCCn1c(N)c(N(Cc2ccccc2OC)C(=O)c2c(CC)noc2C)c(=O)[nH]c1=O	3.1%	0.3%	5.7%
CN(c1ccc(OC(=O)CC2OC(=O)c3ccccc32)cc1)S(=O)(=O)c1ccccc1 (centres undefined)	-5.1%	nt	-5.5%
O=C(CN1CCCCCC1)Nc1cc(C(F)(F)F)ccc1Cl	-2.2%	-4.4%	1.5%
CN1C(=O)CC2(C=CC(=O)C=C2OC(=O)c2ccccc2)c2ccccc21 (centres undefined)	nt	-0.8%	7.0%
Cc1ccc(C2=NN(C(=O)C3CCCO3)C(c3ccco3)C2)cc1 (centres undefined)	1.1%	-10.1%	6.7%
Brc1ccc(C2=CC(c3ccco3)n3ncnc3N2)cc1 (centres undefined)	-6.6%	25.3%	-9.8%
CCOC(=O)N1CCN(C(=O)C2CCCCC2)CC1	2.1%	17.1%	6.2%
CCOC(=O)C1(Cc2ccccc2C(F)(F)F)CCN(C2CCN(C(C)=O)CC2)CC1	-18.8%	-16.2%	1.8%
Cc1cc(NC(=O)CSc2nnc(-c3ccncc3)n2Cc2ccccc2)n(-c2ccccc2)n1	-0.3%	6.2%	18.8%
Cc1ccc(OCC(=O)Nc2ccc3c(c2)nc(CCNC(=O)c2ccco2)n3C)cc1	-4.4%	nt	19.2%
COc1ccc(CN(C)C(=O)Cn2cnc3c(NCc4ccccc4)ncnc32)cc1OC	-2.5%	nt	7.8%
C/C(=N\NC(=O)Cc1c(F)cccc1Cl)c1cccnc1	-23.9%	-9.3%	3.8%

Screening results as filed in PubChem BioAssay.
